Bioassay records as filed in PubChem.
Epigenetic reg = derepresses silenced GFP reporter in murine cells; murine LDR cells, GFP reporter derepression, 30 h; Potency, µM (series often up to 53.9 µM), without a hit: top-dose GFP activation, most hits filed as activators; 280,000 tested, 0.2% active; AID 1865; also: % of control where 0% means no effect; nearly all actives have a fitted effect of over 60% in size
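Murine LDR cells carrying a silenced, genomically integrated CMV-driven GFP reporter were exposed to compound for 30 hours at 37 C. After PBS washes, GFP-positive cells (20–120 um objects) were counted by laser-scanning microplate cytometry.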
NPSR antagonist = blocks cAMP signaling of the human neuropeptide S receptor; CHO-NPSR cells, cAMP TR-FRET, antagonist mode; Potency, µM (titrated, usually from 38.3 µM), for inactives: at the top dose activity change, negative = inhibition, most hits filed as inhibitors; 220,000 tested, 1% active; also: % is scaled to controls: 0 for no effect and ±100 for the full control effect; nearly all actives have a fitted effect of over 50% in size; many of its hits are not listed in these tables
Target sequence (Q6W5P4 whole entry, looked up): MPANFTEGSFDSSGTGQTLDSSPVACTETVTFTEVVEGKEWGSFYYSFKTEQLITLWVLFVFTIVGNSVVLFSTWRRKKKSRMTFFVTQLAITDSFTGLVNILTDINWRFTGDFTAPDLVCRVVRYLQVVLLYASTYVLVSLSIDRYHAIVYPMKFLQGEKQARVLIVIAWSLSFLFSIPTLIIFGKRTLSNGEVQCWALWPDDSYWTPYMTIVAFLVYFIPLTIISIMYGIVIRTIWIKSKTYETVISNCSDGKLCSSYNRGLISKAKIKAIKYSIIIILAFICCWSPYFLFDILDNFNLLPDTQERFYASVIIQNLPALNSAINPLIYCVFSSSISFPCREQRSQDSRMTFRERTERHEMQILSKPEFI
ALDH1A1 block = ALDH1A1 (human) enzyme inhibition; AID 1030; Purified ALDH1A1, NADH fluorescence, propionaldehyde substrate; 220,000 tested, 7.3% active; Potency, µM (doses to about 75.3 µM), inactives show top-dose activity, negative = inhibition, usual class: inhibitors; active = well fitted inhibition curve with a large enough effect, not every such curve was filed as active; inconclusive = small, poorly fitted or top-dose-only effect, or another doubt; inactive = no such curve, though single readings can be large or run the other way;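 also: plate controls were no enzyme wells and a reference inhibitor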
GAA inh = alpha-glucosidase (human) inhibition; Potency, µM (doses to about 76.9 µM), for inactives: top-dose activity change, negative = inhibition, hits mostly inhibitors; purified human GAA, 4-MU-alpha-glucoside fluorescence; 200,000 tested, 0.005% active; P10253;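 also: plate controls were uninhibited enzyme wells for no effect and no-enzyme background for full effect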
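Human alpha-glucosidase, 4 nM, pre-mixed with test compounds before 400 uM 4-methylumbelliferyl substrate; 20 min room temperature at pH 5.0. Fluorescence read after pH 10 stop; AC50 values from Hill-equation fits.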
GAA glycogen = inhibitors or activators of human alpha-glucosidase glycogen cleavage | P10253 | recombinant GAA, glycogen substrate, Amplex Red glucose oxidase fluorescence | Potency, µM (highest dose often 76.4 µM), for the others: top-dose activity change, negative = inhibition, actives largely listed as inhibitors | 300,000 tested, 0.38% active;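 also: 0% = full enzyme reaction and -100% = no-enzyme basal signal; the screen sought inhibitors and activators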
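Recombinant human enzyme (4 nM); glycogen substrate; 37 C, 40 min, pH 5.0. Readout: coupled glucose oxidase/Amplex Red fluorescence.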
GLA spleen mod = alpha-galactosidase A (human) modulation. AID 2107. Potency, µM (series often up to 80 µM), inactives show at the top dose activity change, negative = inhibition, hits mostly inhibitors. human spleen homogenate, 4MU-alpha-Gal fluorescence, 40 min. 240,000 tested, 0.008% active. P06280;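 also: 0% = enzyme with vehicle and -100% = no enzyme basal signal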
Target sequence (P06280 32-429 limits assumed): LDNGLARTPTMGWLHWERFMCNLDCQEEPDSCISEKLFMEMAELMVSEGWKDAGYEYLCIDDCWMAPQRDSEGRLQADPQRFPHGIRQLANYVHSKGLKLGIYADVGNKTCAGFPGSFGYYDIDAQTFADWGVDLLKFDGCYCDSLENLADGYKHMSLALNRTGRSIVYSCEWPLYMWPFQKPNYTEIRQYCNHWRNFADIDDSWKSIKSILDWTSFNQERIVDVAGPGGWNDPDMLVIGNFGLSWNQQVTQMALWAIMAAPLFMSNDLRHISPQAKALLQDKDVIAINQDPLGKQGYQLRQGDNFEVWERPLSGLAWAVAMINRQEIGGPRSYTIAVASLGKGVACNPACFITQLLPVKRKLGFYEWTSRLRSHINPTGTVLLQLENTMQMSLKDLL
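Human spleen homogenate (1 ug) was the enzyme source, with 4-methylumbelliferyl-alpha-D-galactopyranoside (1 mM final) in pH 5.0 citrate buffer with 0.01% Tween-20. Compounds were titrated; after 40 min at 37C, NaOH/glycine stop, 4-MU fluorescence read; AC50 from Hill fits.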
aGlu spleen mod = inhibits or activates alpha-glucosidase in human spleen homogenate; Potency, µM (highest dose often 79.9 µM), without a hit: at the highest dose activity change, negative = inhibition, hits mostly inhibitors; AID 2112; P10253; human spleen homogenate, 4-MU-alpha-glucoside fluorescence; 240,000 tested, 0.006% active;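 also: 0% = enzyme with vehicle and -100% = no enzyme basal signal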
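Compounds were titrated against alpha-glucosidase in spleen homogenate at pH 5.0, with 1 mM 4-methylumbelliferyl substrate for 40 min at 37 C. Reactions were quenched with pH 10 NaOH/glycine and fluorescence measured.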
Tau fluor counter = counter-screen for tau fibril formation inhibitors | Potency, µM (top dose mostly 57.7 µM), without a hit: at the top dose activity change, negative = decrease | 280,000 tested, 0.93% active | tau K18 P301L (four-repeat tau fragment) Alexa594 fluorescence, heparin fibrillization | AID 1463; also: % is scaled to controls: 0 for no effect and ±100 for the full control effect; nearly all actives have a fitted effect of over 55% in size
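Human K18 P301L tau (15 uM unlabeled plus 0.24 uM Alexa 594-labeled, final) in 100 mM sodium acetate pH 7 was mixed with compound and 20 uM heparin and incubated 6 hr at 37 C.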
* = called active by the depositor; ? = inconclusive; . = no result given; [ ] = remark or other dose. Unless noted, calls follow the shape of the dose curve; as a rule, active = well fitted curve in the direction sought with a large enough effect; inconclusive = small, poorly fitted or top-dose-only effect, or another doubt; inactive = no such curve, though single readings can be large; an effect the other way counts as inactive or inconclusive. Potency is read from the fitted curve at half-maximal effect. This is a subset. The share of hits here may be higher or lower than overall.

SMILES | Epigenetic reg | NPSR antagonist | ALDH1A1 block | GAA inh | GAA glycogen | GLA spleen mod | aGlu spleen mod | Tau fluor counter
O=C(CNC(=O)c1cccc(Br)c1)NCCc1nc2ccccc2[nH]1 | 0.7% | 2%[46.1 µM] | 10% | -3% | -7% | 0% | -2% | -8%
COc1ccc(NCC(=O)Nc2cc(S(=O)(=O)N3CCOCC3)ccc2N2CCOCC2)c(OC)c1 | 11% | 13% | . | . | -5% | 4% | 0% | -13%
CN1CCN(C(=O)CC2(CC(=O)O)CCCC2)CC1 | -2.8% | 7% | 4% | 2% | 9% | -4% | 3% | 1%
COc1ccc(CCN2C(=O)CC(NC34CC5CC(CC(C5)C3)C4)C2=O)cc1OC (stereo unspecified) | -4.2% | -3% | 10µM* | 11% | 15% | -5% | 3% | -8%
CN(C)S(=O)(=O)c1cc(NC(=O)COC(=O)C2CSC3(C)CCC(=O)N23)ccc1Cl (stereo unspecified) | -1.1% | 19% | ? | -10% | 10% | 0% | -10% | -12%
O=C(C1CCN(c2nnc(N3CCCC3=O)s2)CC1)N1CCN(Cc2ccc3c(c2)OCO3)CC1 | -1.0% | -1%[46.1 µM] | ? | 3% | -3% | -5% | -3% | 3%
CCn1nc(CC(=O)Nc2nnc(CC(=O)N3CCOCC3)s2)c2ccccc2c1=O | -2.3% | -8%[46.1 µM] | 4% | ? | 6% | 1% | 1% | 3%
O=C(CN1C(=O)CCC1=O)Nc1nc(-c2ccccn2)cs1 | -1.2% | 5%[46.1 µM] | -13% | 0% | 9% | 0% | 3% | -2%
CCOC(=O)CSC1=C(C#N)C(C)C2=C(CCCC2=O)N1 (stereo unspecified) | -2.1% | -6%[46.1 µM] | -13% | 1% | -12% | 7% | -6% | -8%
CCOc1ccc(-c2nnc3n2N=C(c2ccc(OC)cc2)CS3)cc1 | 0.8% | -22%[46.1 µM] | 5% | -1% | 1% | 3% | 0% | 6%
Cc1ccc(CNC(=O)CSc2nc3[nH]ncc3c(=O)[nH]2)cc1 | 1.5% | 11% | 9% | -1% | 0% | 10% | 6% | 4%
OCC1(Cc2ccc(Cl)cc2)CCN(Cc2ccc(Oc3ncccn3)cc2)CC1 | 0.0% | 4% | 2% | -2% | -7% | -1% | 1% | 2%
COc1cc(/C=C/C(=O)OCC(=O)NC2CC2)cc(S(=O)(=O)N2CCc3ccccc32)c1OC | 0.1% | -1% | ? | 0% | 5% | 6% | 8% | 8%
Cc1ccc(C)c(NC(=O)CSc2nnc([C@@H](N)Cc3ccccc3)o2)c1 | -1.8% | 18%[46.1 µM] | 4% | -1% | 0% | 0% | -6% | -6%
O=C(CSc1nnc(CNC(=O)c2c(F)cccc2Cl)o1)Nc1ccc2c(c1)OCO2 | 3.5% | -5% | ? | -1% | -4% | -7% | . | -1%
Cc1cc(NC(=O)c2cccc(COc3ccc(Br)cc3)c2)no1 | -1.0% | -4% | 6% | 3% | 10% | 4% | -2% | -2%
N#Cc1nc(Cc2ccccc2)oc1N1CCN(c2ccccc2)CC1 | 1.9% | ? | 7% | ? | -7% | 13% | 1% | -25%
O=C(CP(=O)(c1ccccc1)c1ccccc1)N1CCOCC1 | 1.1% | 4% | ? | 8% | -8% | 0% | -1% | -19%
CCCCN(CCCC)S(=O)(=O)c1ccc(NC(=O)CN2CCOCC2)cc1 | -0.3% | -12%[46.1 µM] | 13µM* | 8% | -9% | 6% | 3% | 0%
Cc1[nH]n2c(=O)c(C#N)c(-c3ccccc3)nc2c1-c1ccccc1 | -1.5% | -9%[46.1 µM] | 4% | -3% | 0% | 1% | 8% | -9%

The closing 4 compounds of the section above lead into the next.
SMILES | Epigenetic reg | NPSR antagonist | ALDH1A1 block | GAA inh | GAA glycogen | GLA spleen mod | aGlu spleen mod | Tau fluor counter
N#Cc1nc(Cc2ccccc2)oc1N1CCN(c2ccccc2)CC1 | 1.9% | ? | 7% | ? | -7% | 13% | 1% | -25%
O=C(CP(=O)(c1ccccc1)c1ccccc1)N1CCOCC1 | 1.1% | 4% | ? | 8% | -8% | 0% | -1% | -19%
CCCCN(CCCC)S(=O)(=O)c1ccc(NC(=O)CN2CCOCC2)cc1 | -0.3% | -12%[46.1 µM] | 13µM* | 8% | -9% | 6% | 3% | 0%
Cc1[nH]n2c(=O)c(C#N)c(-c3ccccc3)nc2c1-c1ccccc1 | -1.5% | -9%[46.1 µM] | 4% | -3% | 0% | 1% | 8% | -9%
O=C1CCC(C(=O)NC2(C(=O)NC3CCCCC3)CCCCC2)N1 (stereo unspecified) | 0.0% | 2%[46.1 µM] | 3% | -2% | -1% | -2% | -5% | -11%
O=C(O)C1CCCCC1C(=O)Nc1ccc(Cl)cc1Cl (stereo unspecified) | 0.0% | -8%[46.1 µM] | 4% | 3% | 5% | 1% | 3% | -4%
CCN(CC)S(=O)(=O)c1ccc(NC(=O)COC(=O)c2cc(S(=O)(=O)Nc3ccc(OC)cc3)ccc2O)cc1 | -3.5% | -29% | ? | 2% | 3% | 0% | 1% | -1%
S=C(c1ccc(-c2ccc(Cl)cc2Cl)o1)N1CCCCC1 | -0.9% | -8%[46.1 µM] | 14µM* | 5% | 1% | 7% | -3% | -28%
Cc1ccc(/C=N/n2c(C)nnc2C)o1 | -1.6% | 7% | 3% | 2% | -3% | -3% | -9% | -3%
COc1ccc(S(=O)(=O)N(C(=O)c2ccncc2)c2ccc(OC(=O)c3ccncc3)cc2)cc1 | -2.5% | -1% | 7% | -2% | 5% | 5% | 5% | -4%
Cc1cc(C(=O)N/N=C/c2cn[nH]c2-c2ccccc2)cs1 | -1.4% | -2% | 0% | 3% | 6% | -6% | -7% | -5%
COc1cc(OC)cc(C(=O)NNc2nc3cc4c(cc3s2)OCO4)c1 | 3.2% | -11% | -3% | -2%[15.4 µM] | ? | -3% | -2% | ?
COc1ccc(C(C)=O)cc1CSC(=N)N | 1.3% | 21% | ? | 0% | 9% | 1% | 5% | -2%
Cc1ccc(CSc2nnc(SCC(=O)N/N=C/C=C/c3ccccc3[N+](=O)[O-])s2)cc1 | 1.0% | -5% | -2% | -4% | -9% | -5% | 3% | -22%
O=C(O)CCn1cc(C2CC(c3ccccc3)=NN2c2ccccc2)c(-c2ccccc2)n1 (stereo unspecified) | -2.6% | ? | ? | ? | -21% | 26% | 29% | -14%
CN(C)c1nc(=Nc2cccc(Cl)c2)ss1 | 1.1µM* | -66% | . | . | -11% | 11% | 1% | -27%
COC(=O)CSC1=C(C#N)C(c2ccsc2)CC(=O)N1 (stereo unspecified) | -1.0% | -7%[46.1 µM] | -8% | -2% | 5% | -1% | -3% | 0%
Cc1ccc(-c2ccc(CCC(=O)O)o2)cc1 | -1.1% | -9%[46.1 µM] | ? | 1% | 13% | -9% | -4% | 6%
O=C(CC(=O)c1ccccc1O)c1cccc(F)c1 | -1.1% | -23%[46.1 µM] | -12% | -9% | -17% | 9% | 5% | ?
COCCNC(=O)CSc1nc2ccc(N3CCOCC3)cc2c(=O)n1CCc1ccccc1 | 0.0% | -27%[46.1 µM] | ? | 0% | 1% | 11% | -3% | -21%
Cc1ccnc(NC(=O)CN2C(=O)c3ccccc3C2=O)c1 | 1.5% | 2% | 0% | -2% | 10% | 1% | 4% | 0%
Nc1nc(O)c2ncn([C@H]3CC[C@@H](CO)O3)c2n1 | -0.2% | . | 4% | . | . | 0% | 1% | -5%
O=C(CSc1nnnn1-c1cccc2ccccc12)N1CCOCC1 | -1.1% | -8%[46.1 µM] | -14% | -12% | -2% | 9% | 3% | 1%
COc1cc(CC(=O)OCC(=O)N2CC(=O)Nc3ccccc32)cc(OC)c1OC | -3.1% | 14% | 1% | 1% | 7% | 3% | 2% | 3%
Cc1cc(C)c(NC(=O)c2sc3nc4c(cc3c2N)C(=O)CC(C)(C)C4)c(C)c1 | -9.5% | -24% | 0.25µM* | -6% | 1% | 1% | 3% | -4%
COC(=O)c1c(NC(=O)c2nc3nc(C)cc(C(F)F)n3n2)sc2c1CCC2 | -1.1% | -28%[46.1 µM] | 13µM* | -7% | 7% | -9% | -6% | -17%
CC(C)=CC(=O)OCC(=O)Nc1ccccc1Cl | -3.1% | -6%[46.1 µM] | -1% | -4% | 9% | 1% | 0% | -1%
N#C/C(=C(/O)COC(=O)CSc1ccc2ccccc2c1)c1nc2ccccc2[nH]1 | ? | 3% | -3% | -8% | 1% | 3% | 6% | ?
CCOC(=O)CC(=O)CSc1nc2ccc(C)cc2cc1C#N | -0.1% | -12%[46.1 µM] | 14% | ? | -4% | 5% | -2% | -26%
CC(C)(C)c1ccc(C(=O)NCc2ccc(Cl)cc2)cc1 | 2.0% | -14%[46.1 µM] | -3% | -7% | 13% | 2% | 5% | -3%
Cc1sc2nc(SCC(=O)NCc3ccco3)n(C)c(=O)c2c1C | -0.7% | -12%[46.1 µM] | 1% | 5% | 3% | -5% | -6% | -4%
CCCCC/C=C\C/C=C\CCCCCCCCCC(N)=O | -0.3% | . | -4% | . | . | -5% | 6% | -3%
COc1ccccc1NC(=O)/C=C/C(=O)O | -1.3% | 10% | 3% | 0% | 1% | 5% | -1% | 3%
CC(=O)OC[C@H]1O[C@@H](n2ccc(=O)[nH]c2=S)C(OC(C)=O)C1OC(C)=O (stereo partly specified) | 1.9% | -6%[46.1 µM] | 4% | -1% | 6% | -2% | -4% | -4%
CC(C)Cn1[nH]c2c3c(ccc2c1=O)C(=O)c1ccccc1C3=O | -2.9% | -25%[46.1 µM] | ? | -5% | 5% | -2% | -6% | ?
CCOc1cc(C(=O)Nc2ccc(S(=O)(=O)N3CCOCC3)cc2)cc(OCC)c1OCC | 4.3% | -7%[7.67 µM] | -3% | -23% | -1% | -26% | -12% | 16%
COc1ccc(NC(=O)c2cccnc2NCCc2ccccc2)cc1 | 0.9% | -16% | -15% | -9% | 2% | 0% | -11% | ?
CCN(CC)CC(=O)NC12CC3CC(CC(C3)C1)C2 | -2.7% | -6%[46.1 µM] | 7% | -4% | -2% | 0% | 2% | 1%
Nc1nc2n(n1)C(c1cccc(Br)c1)CC(c1ccccc1)N2 (stereo unspecified) | -1.7% | -15%[46.1 µM] | ? | -4% | 1% | 5% | 4% | -10%
